Ins promoter up: MIN6 insulin promoter up-regulation; MIN6 insulin promoter-GFP reporter, high-content imaging; active compounds read high; z-score at 5 µM; 190,000 tested, 0.3% active;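 active = z-score above 3 at 5 µM with at least 500 cells counted in the well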
Hep lipid drop: hepatic lipid droplet formation modulation | 240,000 tested, 0.4% active | AML12 mouse hepatocytes, oleate lipid droplets, BODIPY imaging | inhibition, % at 6.5 µM;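 active = lipid droplet intensity inhibited by at least 50%, with more than 500 cells counted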
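Test system: AML12 hepatocytes (mouse); reagent: oleate loading, 100 µM; dosing: one dose, 6.5 µM compound; incubation: overnight exposure; signal: fluorescence imaging, 20x objective, two fields per well; read-out basis: % inhibition of corrected integrated BODIPY droplet signal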
MT stabilizer: microtubule stabilizers in HeLa cells; % tubulin-high responders, % at 10 µM; 200,000 tested, 0.83% active; HeLa tubulin immunostaining HCS, 24 h; share of cells brighter than vehicle mean+2SD;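 active = plate Z-score above 3 for both tubulin-high and condensed-nucleus cell shares, with cell loss under 80%, at 10 µM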;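 note: anti alpha tubulin signal scored within the nucleus-defined area of each cell; some results filed as inactive read as strong as hits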
b-catenin transl: modulators of beta-catenin nuclear translocation | HeLa beta-catenin nuclear translocation, immunofluorescence imaging | AID 1665 | 190,000 tested, 0.3% active | nuclear translocation activity, % at 5 µM;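 active = nuclear translocation activity above 50% at 5 µM, with a well cell count of 50 or more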;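 note: per-cell ratio of nuclear to cytoplasmic median beta-catenin stain intensity; plate controls were DMSO negative control for no effect and GSK-3 inhibitor IX positive control for full effect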
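Test system: human HeLa cell line; Doses: 5 µM primary, 0.02–20 µM confirmation; Incubation: 24 h compound exposure, 37°C; Detection: beta-catenin immunofluorescence imaging with DAPI; Read-out: beta-catenin nuclear/cytoplasmic ratio, % activation.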
T cell modulator: T cell immune modulation candidate; 2C CD8+ T cell-vesicle binding, flow cytometry; active compounds read low; calls only at 7 µM; 330,000 tested, 0.068% active; AID 2052;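 active = response, share of CD8 T cells binding vesicles, and their 90th percentile fluorescence all below set limits, cut at about 80% in these data, passing the limit was not always enough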
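Incubation: binding step 1.5 h, 37 °C, antibody labelling 20 min, ice; system: murine 2C transgenic CD8+ T lymphocytes; technique: cytometric PE anti-B7-1 and Alexa647 anti-CD8 signals after 1% paraformaldehyde fixation; also added: QL9-charged Drosophila Ld/ICAM-1/B7-1 vesicles; control set: naked versus QL9-loaded vesicles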
Autophagy mod: autophagy modulation, high-content screen. MEF GFP-LC3 puncta imaging; test concentration mostly 10 µM. calls only at 10 µM (by protocol). 190,000 tested, 0.98% active. AID 463193;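 active = percentage of spot-positive cells more than 3 SD above its plate mean, without a fluorescence outlier flag or 80% toxicity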;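 note: spot-positive cell cutoff set from DMSO-treated cells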
human PMI inhibitors: human PMI inhibitors, high substrate, primary screen, biochemical, fluorescence intensity, high mannose 6-phosphate (AID 1220) | one-dose inhibition, % at 20 µM; IC50 in µM for titrated hits | 190,000 tested, 0.66% active | recombinant PMI enzyme, coupled fluorescence intensity; higher % means a stronger effect
TNAP activators: human TNAP enzyme activators, primary screen, biochemical, luminescent, no phosphate acceptor, uHTS (AID 1001). one-dose activation fold at 20 µM; EC50 in µM for titrated hits. 200,000 tested, 0.03% active. purified TNAP, luminescent activation assay, no phosphate acceptor; higher activation fold means a stronger effect; in the data active = activation fold from about 3, or a potency from the dose series; inactive = the rest, 99 in 100 with activation fold below about 1.6; note: many of its hits are not listed in these tables
human PMI inhibition: inhibitors of human PMI, primary screen, biochemical, fluorescence intensity, coupled assay (AID 1209). purified PMI enzyme, coupled fluorescence intensity; higher % means a stronger effect. inhibition, % at 20 µM, or IC50 in µM where a hit was titrated. 190,000 tested, 0.42% active;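 note: plate controls were DMSO vehicle for no effect and wells lacking substrate for full effect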
Ins promoter up cell count: also measured in Ins promoter up; calls as there; cell count; measured here: cytotoxicity, nuclei count;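 total cells summed across four imaged fields per well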
Hep lipid drop cells 6.5 µM: second read-out of Hep lipid drop, no call of its own (marks repeat the call); cell count; measured here: cell count, cytotoxicity flag;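 cells counted across two imaged fields per well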
b-catenin transl cell count 5 µM: recorded beside b-catenin transl, whose call it bears; cell count; measured here: cell count, cytotoxicity flag
T cell modulator vesicle-bound %: second read-out of T cell modulator, no call of its own (marks repeat the call); double positive events, %; measured here: CD8+ vesicle-bound cell fraction;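 binding gate set so that unloaded-vesicle control wells show 10% double positive cells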
MT stabilizer Hoechst-high %: further read-out of MT stabilizer, marked with its call; % Hoechst-high responders; measured here: nuclear condensation Hoechst responders;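 share of cells brighter than vehicle mean plus two SD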
MT stabilizer cytotoxicity %: second read-out of MT stabilizer, no call of its own (marks repeat the call); toxicity, %; measured here: cytotoxicity by cell density;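 0% = mean cell density of plate MIN control wells and 100% = no cells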
Autophagy mod cell loss 18 h: recorded beside Autophagy mod, whose call it bears; toxicity, %; measured here: cell loss, nuclei count;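 cell loss after 18 h compound exposure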
An asterisk follows results filed as active. Cut-off read from the data, not from the text of the source, unless noted: active = inhibition above about 50%; inactive = the rest.

Screening CC(=O)N1CCN(c2ccc(NC(=O)c3ccc(OCc4ccccc4)cc3)cc2)CC1 returned Ins promoter up 0.07, Hep lipid drop -5, MT stabilizer 5.4, b-catenin transl 1.8, T cell modulator inactive, Autophagy mod inactive, human PMI inhibitors -5%, TNAP activators 1.1, human PMI inhibition -14%, Ins promoter up cell count 1415, Hep lipid drop cells 6.5 µM 655, b-catenin transl cell count 5 µM 1494, T cell modulator vesicle-bound % 71, MT stabilizer Hoechst-high % 2.8, MT stabilizer cytotoxicity % 8.1 and Autophagy mod cell loss 18 h 9.
Screening O=C(COC(=O)c1cccs1)NCCN1C(=O)CSC1=O returned Ins promoter up -0.07, Hep lipid drop 5, MT stabilizer 5.2, b-catenin transl -4.5, T cell modulator inactive, Autophagy mod inactive, human PMI inhibitors -1%, TNAP activators 1.1, human PMI inhibition -2%, Ins promoter up cell count 900, Hep lipid drop cells 6.5 µM 799, b-catenin transl cell count 5 µM 1199, T cell modulator vesicle-bound % 55, MT stabilizer Hoechst-high % 3.4, MT stabilizer cytotoxicity % 0.2 and Autophagy mod cell loss 18 h 0.
Screening Cc1ccccc1-n1c(SCC(=O)NC(N)=O)nc2sc(-c3ccccc3)cc2c1=O returned Ins promoter up -0.06, Hep lipid drop 2, MT stabilizer 1.4, b-catenin transl -2.2, T cell modulator inactive, Autophagy mod inactive, human PMI inhibitors 12%, TNAP activators 1, human PMI inhibition 8%, Ins promoter up cell count 1254, Hep lipid drop cells 6.5 µM 610, b-catenin transl cell count 5 µM 515, T cell modulator vesicle-bound % 38, MT stabilizer Hoechst-high % 3.7, MT stabilizer cytotoxicity % 1.6 and Autophagy mod cell loss 18 h 13.
Cc1ccc(NC(=O)C(c2ccccc2)N(C)C)cc1Cl (stereo not given) was read as Ins promoter up -0.31, Hep lipid drop -16, MT stabilizer 2.1, b-catenin transl -0.1, T cell modulator inactive, Autophagy mod inactive, human PMI inhibitors -6%, TNAP activators 1.2, human PMI inhibition -2%, Ins promoter up cell count 1352, Hep lipid drop cells 6.5 µM 672, b-catenin transl cell count 5 µM 1078, T cell modulator vesicle-bound % 48, MT stabilizer Hoechst-high % 1.2, MT stabilizer cytotoxicity % 11 and Autophagy mod cell loss 18 h 23.
`NC(=O)CC(NC(=O)Cc1ccc(Cl)cc1)c1ccc(NCCc2ccccc2F)c([N+](=O)[O-])c1` (stereo not given) gave Ins promoter up -0.3, Hep lipid drop 3, b-catenin transl 0.0, T cell modulator inactive, Ins promoter up cell count 1054, Hep lipid drop cells 6.5 µM 688, b-catenin transl cell count 5 µM 1263 and T cell modulator vesicle-bound % 20.
For N#Cc1c2n(c3c(=O)n(Cc4ccc(Cl)cc4)cnc13)CCCCC2 the results were Ins promoter up -0.69, Hep lipid drop -3, MT stabilizer 2.6, b-catenin transl -3.6, T cell modulator inactive, Autophagy mod inactive, human PMI inhibitors 11%, TNAP activators 1.1, human PMI inhibition 15%, Ins promoter up cell count 909, Hep lipid drop cells 6.5 µM 787, b-catenin transl cell count 5 µM 1108, T cell modulator vesicle-bound % 58, MT stabilizer Hoechst-high % 1.4, MT stabilizer cytotoxicity % 13 and Autophagy mod cell loss 18 h 6.
For COc1cc(C)c(NC(=S)Nc2ccc(C)c(Cl)c2)cc1OC the results were Ins promoter up -0.09, Hep lipid drop 0, MT stabilizer 2.4, b-catenin transl -3.0, T cell modulator inactive, Autophagy mod inactive, human PMI inhibitors 21%, TNAP activators 1.1, human PMI inhibition 24%, Ins promoter up cell count 1338, Hep lipid drop cells 6.5 µM 667, b-catenin transl cell count 5 µM 524, T cell modulator vesicle-bound % 37, MT stabilizer Hoechst-high % 2.5, MT stabilizer cytotoxicity % 6.4 and Autophagy mod cell loss 18 h 18.
`COC(=O)c1ccc(-c2ccc(C(c3c(C)[nH][nH]c3=O)c3c(C)[nH][nH]c3=O)o2)cc1` gave Hep lipid drop 0, MT stabilizer 4.3, b-catenin transl 4.3, T cell modulator inactive, Autophagy mod inactive, human PMI inhibitors 3%, TNAP activators 1.2, human PMI inhibition 48%, Hep lipid drop cells 6.5 µM 761, b-catenin transl cell count 5 µM 443, T cell modulator vesicle-bound % 35, MT stabilizer Hoechst-high % 1.5, MT stabilizer cytotoxicity % 12 and Autophagy mod cell loss 18 h 13.
Screening CC(Cl)C(=O)c1c[nH]c2ccccc12 (stereo not given) returned Ins promoter up -0.77, Hep lipid drop -42, MT stabilizer 3.2, b-catenin transl 0.2, T cell modulator inactive, Autophagy mod inactive, human PMI inhibitors -10%, TNAP activators 1.1, human PMI inhibition -22%, Ins promoter up cell count 1204, Hep lipid drop cells 6.5 µM 631, b-catenin transl cell count 5 µM 1056, T cell modulator vesicle-bound % 11, MT stabilizer Hoechst-high % 2.1, MT stabilizer cytotoxicity % 9.5 and Autophagy mod cell loss 18 h 2.
`O=C(Cn1[nH]c(=O)c2ccccc2c1=O)Nc1ccc2c(c1)CCC2` gave Ins promoter up 0.53, MT stabilizer 4.5, b-catenin transl -1.3, T cell modulator inactive, Autophagy mod inactive, human PMI inhibitors 4%, TNAP activators 0.9, human PMI inhibition -4%, Ins promoter up cell count 1298, b-catenin transl cell count 5 µM 837, T cell modulator vesicle-bound % 4, MT stabilizer Hoechst-high % 2.8, MT stabilizer cytotoxicity % 4.1 and Autophagy mod cell loss 18 h 13.
For CC1C(=O)NN=C1C(=O)N/N=C\c1ccc(O)cc1O (stereo not given) the results were Ins promoter up -0.91, Hep lipid drop -50, MT stabilizer 2.5, b-catenin transl 2.0, T cell modulator inactive, Autophagy mod inactive, human PMI inhibitors -21%, TNAP activators 0.3, human PMI inhibition 4%, Ins promoter up cell count 643, Hep lipid drop cells 6.5 µM 490, b-catenin transl cell count 5 µM 923, T cell modulator vesicle-bound % 53, MT stabilizer Hoechst-high % 3.2, MT stabilizer cytotoxicity % 5.8 and Autophagy mod cell loss 18 h 20.
COc1ccc(C(=O)NCC(=O)OCC(=O)NC2CCCC2)cc1 was read as Ins promoter up -0.82, Hep lipid drop 37, MT stabilizer 1.7, b-catenin transl 0.0, T cell modulator inactive, Autophagy mod inactive, human PMI inhibitors 0%, TNAP activators 1.1, human PMI inhibition -2%, Ins promoter up cell count 1363, Hep lipid drop cells 6.5 µM 701, b-catenin transl cell count 5 µM 1085, T cell modulator vesicle-bound % 26, MT stabilizer Hoechst-high % 1.5, MT stabilizer cytotoxicity % 0.0 and Autophagy mod cell loss 18 h -2.
`CC1=CCC2C(=O)N(c3ccc(S(N)(=O)=O)cc3)C(=O)C2C1` (stereo not given) gave Ins promoter up 0.08, Hep lipid drop 9, b-catenin transl -2.2, T cell modulator inactive, Ins promoter up cell count 1053, Hep lipid drop cells 6.5 µM 689, b-catenin transl cell count 5 µM 1390 and T cell modulator vesicle-bound % 29.
For CCOC(=O)C1(CCCc2ccccc2)CCN(C(=O)CCN2CCCCC2=O)CC1 the results were Hep lipid drop -14, MT stabilizer 0.9, b-catenin transl 2.9, T cell modulator inactive, Autophagy mod inactive, human PMI inhibitors 0%, TNAP activators 1.1, human PMI inhibition -8%, Hep lipid drop cells 6.5 µM 703, b-catenin transl cell count 5 µM 833, T cell modulator vesicle-bound % 29, MT stabilizer Hoechst-high % 1.3, MT stabilizer cytotoxicity % 0.9 and Autophagy mod cell loss 18 h 2.
`Cn1c(=O)c2[nH]c(N=Nc3ccc(N)cc3N)nc2n(C)c1=O` gave Ins promoter up 0.19, Hep lipid drop -3, b-catenin transl -0.1, T cell modulator inactive, Ins promoter up cell count 1072, Hep lipid drop cells 6.5 µM 673, b-catenin transl cell count 5 µM 1303 and T cell modulator vesicle-bound % 19.
`CN(c1ccc(OCC(=O)OCC(=O)Nc2ccccc2)cc1)S(=O)(=O)c1ccc(F)cc1` gave Ins promoter up 1.1, Hep lipid drop 3, MT stabilizer 1.9, T cell modulator inactive, Autophagy mod inactive, human PMI inhibitors 11%, TNAP activators 1.1, human PMI inhibition 11%, Ins promoter up cell count 1251, Hep lipid drop cells 6.5 µM 614, T cell modulator vesicle-bound % 43, MT stabilizer Hoechst-high % 3.9, MT stabilizer cytotoxicity % 2.8 and Autophagy mod cell loss 18 h 0.
For O=C(CN=C1NS(=O)(=O)c2ccccc21)OCC(=O)c1cc(F)ccc1F the results were Ins promoter up -0.31, Hep lipid drop -3, MT stabilizer 3.4, b-catenin transl -0.3, T cell modulator inactive, Autophagy mod inactive, human PMI inhibitors -12%, TNAP activators 0.9, human PMI inhibition -9%, Ins promoter up cell count 1353, Hep lipid drop cells 6.5 µM 678, b-catenin transl cell count 5 µM 1071, T cell modulator vesicle-bound % 51, MT stabilizer Hoechst-high % 2.6, MT stabilizer cytotoxicity % 7.3 and Autophagy mod cell loss 18 h -2.
For Cc1ccc(/C=C2\SC(=S)N(CCCC(=O)Nc3nccs3)C2=O)cc1 the results were Ins promoter up 0.1, Hep lipid drop 1, MT stabilizer 6.0, b-catenin transl -1.6, T cell modulator inactive, Autophagy mod inactive, human PMI inhibitors -2%, TNAP activators 1, human PMI inhibition 2%, Ins promoter up cell count 1516, Hep lipid drop cells 6.5 µM 600, b-catenin transl cell count 5 µM 1170, T cell modulator vesicle-bound % 43, MT stabilizer Hoechst-high % 4.2, MT stabilizer cytotoxicity % 7.0 and Autophagy mod cell loss 18 h -25.

Bioassay records deposited in PubChem by several laboratories.
